Compound activity deposited in PubChem by The Scripps Research Institute Molecular Screening Center.
KLK7 zymogen act: activates the human kallikrein-7 zymogen; P49862; AID 652039; purified proKLK7, EDANS-DABCYL substrate fluorescence; 100% is mature enzyme control, 0% vehicle; actives 0.9% (n = 370,000); activation, % at 7 µM;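 active = activation above the mean of all tested compounds plus 3 SD, computed per campaign excluding outliers beyond control limits, cut at about 13% in these data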
Target sequence (P49862 whole entry, looked up): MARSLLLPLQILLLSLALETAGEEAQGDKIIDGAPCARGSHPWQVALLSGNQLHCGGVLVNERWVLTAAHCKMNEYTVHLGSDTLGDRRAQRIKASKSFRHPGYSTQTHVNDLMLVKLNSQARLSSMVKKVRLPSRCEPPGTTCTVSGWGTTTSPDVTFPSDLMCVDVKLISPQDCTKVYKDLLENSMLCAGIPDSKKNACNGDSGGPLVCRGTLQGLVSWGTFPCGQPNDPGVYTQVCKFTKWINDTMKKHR
TDP2 absorb: TDP2 (human) inhibition, absorbance primary screen; recombinant TDP2, T5PNP hydrolysis, p-nitrophenol absorbance 415 nm; inhibition, % at 12.8 µM; actives 0.34% (n = 370,000);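 active = inhibition above the mean of all tested compounds plus 3 SD, set per campaign, cut at about 25% in these data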;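 also: 0% = DMSO with enzyme and 100% = buffer with substrate but no TDP2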
Target sequence (O95551 whole entry, looked up): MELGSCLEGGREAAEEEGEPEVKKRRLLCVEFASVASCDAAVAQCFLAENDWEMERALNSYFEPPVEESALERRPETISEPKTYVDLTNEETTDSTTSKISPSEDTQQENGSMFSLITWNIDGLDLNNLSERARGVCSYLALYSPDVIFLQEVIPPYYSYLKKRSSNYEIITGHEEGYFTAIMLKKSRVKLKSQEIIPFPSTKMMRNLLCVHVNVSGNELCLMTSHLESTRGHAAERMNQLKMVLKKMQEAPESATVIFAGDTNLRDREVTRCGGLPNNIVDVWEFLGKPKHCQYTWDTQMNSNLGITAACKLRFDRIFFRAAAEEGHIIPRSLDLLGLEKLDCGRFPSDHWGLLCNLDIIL
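Test system: human TDP2 enzyme; Input: 120 nM TDP2 per well; Buffer or medium: Mg2+-containing Tris-HCl buffer, pH 7.5; Reagent: 5 mM T5PNP; Dosing: 12.8 µM single point, 1% DMSO; Incubation: reaction 2 h, 37 °C; Detection: p-Nitrophenol epi absorbance; Read-out: % inhibition relative to enzyme-containing and enzyme-free wells; Replicates: single well per compound.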
DDE Tn6 FP inh: DD(E)-Tn6 binding inhibition, primary FP screen | Fibrin DD(E) TRITC-Tn6 fluorescence polarization displacement | inhibition, % at 8.3 µM | P02675 | actives 0.21% (n = 370,000);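 active = inhibition above a per-campaign cutoff: mean of compounds within control limits plus 3 SD, cut at about 15% in these data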;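 also: 0% = median of all compound wells on the plate and 100% = blocking peptide control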
Target sequence (P02675 whole entry, looked up): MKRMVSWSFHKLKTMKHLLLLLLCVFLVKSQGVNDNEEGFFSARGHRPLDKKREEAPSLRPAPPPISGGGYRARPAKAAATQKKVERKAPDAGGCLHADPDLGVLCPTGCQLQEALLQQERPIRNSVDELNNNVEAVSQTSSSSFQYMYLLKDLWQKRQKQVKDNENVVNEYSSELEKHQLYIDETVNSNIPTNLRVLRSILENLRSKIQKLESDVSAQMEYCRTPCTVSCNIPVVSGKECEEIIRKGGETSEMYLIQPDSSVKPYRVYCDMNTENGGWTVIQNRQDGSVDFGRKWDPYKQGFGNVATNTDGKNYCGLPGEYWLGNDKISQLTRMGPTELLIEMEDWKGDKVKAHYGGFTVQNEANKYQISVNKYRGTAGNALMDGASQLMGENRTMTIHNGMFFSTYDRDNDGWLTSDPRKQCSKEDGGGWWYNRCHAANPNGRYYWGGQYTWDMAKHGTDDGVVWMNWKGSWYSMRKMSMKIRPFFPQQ
LEDGF integ inh: blocks HIV-1 LEDGF/p75-dependent DNA integration; TR-FRET IN-LEDGF/p75 DNA integration, Eu/Cy5; inhibition, % at 3.7 µM; actives 0.64% (n = 370,000); AID 743269;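 active = inhibition above the screen-wide mean plus 3 SD, cut at about 13% in these data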;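 also: signal is the Cy5 over europium emission ratio at 671 and 618 nm; 0% = plate median of compound wells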
ADAM10 inh: inhibits human ADAM10. inhibition, % at 7 µM. O14672. actives 0.62% (n = 370,000). recombinant ADAM10, EDANS/DABCYL FRET peptide cleavage, 3 h. AID 720582;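 active = inhibition above a per-campaign cutoff equal to the mean of compounds falling between control-based bounds plus 3 SD, cut at about 20% in these data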;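 also: 0% = DMSO wells while the 100% control is not disclosed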
ARFGAP1 inh: rat ARFGAP1 inhibition; Q62848; Arfgap1-stimulated ARF1 GTP hydrolysis, GDP FP detection; inhibition, % at 16.5 µM; actives 0.26% (n = 360,000);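 active = inhibition above a per-plate limit, mean inhibition of low control wells plus 3 SD, cut at about 25% in these data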;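 also: 0% = DMSO wells with enzyme and 100% = wells lacking Arfgap1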
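Material: rat Arfgap1 GAP domain (His6, aa 1-136), purified enzyme. Also added: human ARF1(Δ1-17)-GTP substrate. Compound dosing: 16.5 µM single point, 1.26% DMSO. Timing: enzyme reaction 120 min at 25 °C after 20 min preincubation. Signal: GDP detection by fluorescence polarization. Read-out basis: percent inhibition of GAP-stimulated GDP formation, scaled between DMSO and no-Arfgap1 medians.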
ASAP1 inh: ASAP1 ArfGAP inhibition; actives 0.19% (n = 360,000); Q9ULH1; ASAP1-stimulated ARF1 GTP hydrolysis, GDP FP detection; inhibition, % at 16.5 µM; AID 624377; in the data active = inhibition above about 25%;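 also: 0% = vehicle with enzyme and substrate and 100% = no enzyme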
ADAM17 inh: inhibits human ADAM17 | P78536 | recombinant ADAM17, EDANS/DABCYL FRET peptide cleavage | inhibition, % at 6.95 µM | actives 0.83% (n = 370,000) | AID 720648;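 active = inhibition above the mean of compounds lying between control limits plus 3 SD, set per campaign, cut at about 8.5% in these data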;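 also: 0% = DMSO-only wells as the low control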
DDE Tn7 FP inh: DD(E)-Tn7 binding inhibition, primary FP screen; P02675; FP displacement of FITC-Tn7 peptide from fibrin DD(E); 0% = median of compound wells per plate; inhibition, % at 8.3 µM; actives 0.13% (n = 370,000);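 active = inhibition above the mean of compounds falling within the control limits plus 3 SD of them, cut at about 14% in these data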;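 also: 0% = plate median of compound wells and 100% = 10 µM Aha-Tn7 peptide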
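Assay system: human fibrin DD(E) protein / Input: 2 µM fibrin DD(E) / Benchmarks: high control of 10 µM Aha-Tn7 peptide / Measured by: fluorescence polarization of the labelled Tn7 tracer / Medium: Tris buffer with calcium and detergent, pH 7.8 / Timing: 10 min compound pre-incubation, 3 h probe incubation at room temperature / Repeats: one replicate per compound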
PLC-gamma1 inh: PLC-gamma1 (human) inhibition, primary screen. actives 0.84% (n = 370,000). inhibition, % at 12.2 µM. purified PLC-gamma1, fluorogenic substrate, fluorescence. P19174. AID 720700; in the data active = inhibition above about 9.5%
* = called active by the depositor; . = no result given.

PLC-gamma1 inh	ADAM10 inh	ASAP1 inh	ARFGAP1 inh	LEDGF integ inh	KLK7 zymogen act	molecule	ADAM17 inh	DDE Tn6 FP inh	DDE Tn7 FP inh	TDP2 absorb
2	-1	-3	1	1	1.2	COc1ccc(C2/C=C\CN(C(=O)C3CCCCC3)CC(=O)N2Cc2ccc(F)cc2)cc1 (configuration not stated)	-4	-5	6	11
-2	-12	-11	0	-3	-0.1	Cc1cc(CNC(=O)CCc2nnc(CCCc3ccccc3)o2)nn1C	-5	1	2	6
0	2	-4	-3	2	0.2	O=C(/C=C/c1ccco1)NCC(=O)N/N=C/c1ccc([N+](=O)[O-])cc1	0	1	-2	8
3	-6	-4	13	-2	0.9	COc1cc(/C=C/C(=O)O)cc(S(=O)(=O)Nc2ccc3cn[nH]c3c2)c1OC	-4	-5	-4	-1
7	3	-2	-3	0	0.0	Cn1c(SCC(=O)Nc2cccnc2)nnc1-c1ccccc1F	2	4	-11	-14
0	-4	-9	14	1	-0.1	Cc1ccc(Cc2c(C)[nH]c(=S)[nH]c2=O)cc1	0	-1	7	-12
2	4	-11	5	-2	-1.1	COC(=O)c1ccc(NC(=O)CCN2C(=O)C3CC=CCC3C2=O)cc1 (configuration not stated)	3	-3	-4	-2
-1	-2	-2	1	-1	-0.2	Cc1cccc(NC(=O)CSc2nncn2N)c1C	0	13	0	-3
-5	-2	9	-1	-4	0.7	COc1ccc(NS(=O)(=O)c2cc(NC(=O)CCc3ccc(OC)c(OC)c3)ccc2N2CCOCC2)cc1	-1	8	3	-7
-2	-3	1	4	-4	-0.1	O=C(NNC(=O)c1cc2ccccc2o1)c1ccncc1	-1	1	-9	6
-11	-24	8	-7	-5	-8.1	CCOc1cc(/C=N/NC(=O)C(OC)c2ccccc2)ccc1O (configuration not stated)	-15	-2	-3	-9
2	-5	6	-1	2	0.5	COc1ccccc1NC(=O)COC(=O)c1ccc(N2CCCC2=O)cc1	-3	2	0	0
-1	-5	-2	-5	1	-0.6	CCC(C)NC(=O)c1ccc(CN2CCc3ccccc3C2)cc1 (configuration not stated)	-1	-1	2	6
1	1	-5	0	-2	-0.8	Cc1sc2nc(SCC(=O)NCCOCCO)n(C)c(=O)c2c1C	1	-3	4	6
-2	0	-6	-9	1	-0.6	Cc1nc(C)n(C(C)CNS(=O)(=O)c2ccc(Cl)cc2)n1 (configuration not stated)	-1	5	-4	12
0	5	-19	-4	3	-1.0	CCCN1CCN(C(=O)CCNC(=O)Cn2cnc3ccccc3c2=O)CC1	0	-5	-1	0
-12	-25	.	.	3	.	C[C@@H]1CN([C@@H](C)CO)C(=O)c2cccc(NC(=O)Nc3cccc4ccccc34)c2O[C@H]1CN(C)S(=O)(=O)c1ccccc1F	-10	-1	0	-7
-24	-10	-1	3	-2	0.8	Cn1c(-c2nnn(-c3ccc(F)cc3)n2)cc2ccccc21	-8	0	0	8
2	-2	-9	-11	1	0.0	NC(=O)c1cnn(-c2cccc(Cl)c2)c1N	-2	5	2	7
3	16	-3	2	0	0.8	CC(C)(C)[C@@H]1C=C(C(=O)N2CCN(Cc3ccccc3)CC2)O[C@H](OCc2ccc(CO)cc2)C1	5	9	-2	-16
-3	-8	.	.	-1	0.5	CCCCCCCCN1CCS(=O)(=O)N(Cc2ccc(C(F)(F)F)cc2)C(C(=O)OC)C1 (configuration not stated)	-3	3	4	4
2	7	0	10	8	0.4	COc1ccc(C(=O)COC(=O)CCCN=C2NS(=O)(=O)c3ccccc32)c(OC)c1	1	8	4	-4
1	7	9	14	-4	-0.9	CCc1cccc(NS(=O)(=O)c2ccc3c(c2)NC(=O)C(C)S3)c1 (configuration not stated)	3	4	-1	-2
-3	-6	0	-1	-1	0.4	O=C(CSc1nc(NS(=O)(=O)c2ccccc2)cc(=O)[nH]1)Nc1cccc(C(F)(F)F)c1	-1	1	4	-1
-1	-6	3	-2	-2	-0.2	CCOCCCNS(=O)(=O)c1ccc(-n2cnnn2)c(OC)c1	-5	7	-3	-5
1	3	6	7	1	0.9	Cc1noc(C)c1COc1ccc(C(=O)OC(C)C(=O)Nc2ccc(N3CCOCC3)cc2)cc1 (configuration not stated)	-2	-4	1	5
0	-6	-1	-17	-2	0.4	CCOC(=O)CN(C(=O)CSc1nnc(-c2ccncc2)n1CCCN(C)C)c1ccccc1	-9	5	0	-1
3	-8	11	-4	1	0.5	CCCc1cc(=O)[nH]c(SCC(=O)NCCCC(=O)OCC)n1	-8	3	6	-4
-1	-6	-3	-6	0	0.7	CC(O)C(O)C(O)C(O)/C=N/NC(=O)c1ccccc1 (configuration not stated)	-7	1	4	-7
2	-4	3	-11	-2	-0.2	CC(=O)Nc1nc(C)c(Oc2ccc(Cl)cc2Cl)c(=O)[nH]1	2	2	-4	-8
-173	-387	-8	4	0	3.7	CC(C)n1ncc2c(C(=O)NCc3cccnc3)cc(C3CC3)nc21	-112	5	1	4
1	-5	5	5	-3	1.3	CC1N(C)c2cc(NC(=O)c3ccco3)c(P(=O)(Nc3ccc([N+](=O)[O-])cc3)N3CCOCC3)cc2C1(C)C (configuration not stated)	4	-6	-7	-13
1	-15	-2	8	0	0.2	Cc1ccccc1-c1nnc(SCC(=O)Nc2cccnc2Cl)o1	-4	0	-1	3
-1	2	-2	0	-2	-0.4	O=C(c1cccc(S(=O)(=O)N2CCCC2)c1)c1nnc(-c2ccncc2)o1	-3	6	-7	5
7	19	2	-1	-2	-0.1	COc1ccc(NS(=O)(=O)c2cccc(NC(=O)c3cnccn3)c2)cc1Br	3	-11	10	-3
2	12	5	-6	5	0.2	COc1ccccc1-n1cccc1C=O	-2	-8	8	-3
2	2	1	19	2	0.5	Cc1ccc(S(=O)(=O)NCc2ccccc2)cc1C(=O)NCc1ccncc1	-1	-7	-1	0
-2	3	7	6	-2	-0.4	C/C=C/C1=CC(=O)C[C@H](c2ccc(F)cc2)C1	-4	-2	-3	0
2	5	10	-12	-2	-0.2	COc1ccc(NC(=S)NC(=O)c2ccc(Br)o2)cc1	0	6	6	7
-39	-58	-11	-1	0	-1.6	CCCCCCc1cc2cc(-c3nnc(-c4ccccc4)o3)c(=O)oc2cc1O	-22	9	4	-5
-2	5	11	5	1	0.6	Cc1ccn(S(=O)(=O)c2ccc3oc(=O)ccc3c2)n1	-3	-3	5	-8
1	2	1	-7	-4	-0.1	CCOc1ccccc1CNCc1ccc(C(=O)O)cc1	-2	8	0	8
3	6	4	23	0	-0.3	c1ccc(Nc2cccc(Nc3ccccc3)c2)cc1	5	0	-5	1
-1	-1	-7	-5	-8	0.0	O=C(CCN1C(=O)C2C3C=CC(C3)C2C1=O)N1CCN(c2ccc([N+](=O)[O-])cc2)CC1 (configuration not stated)	2	2	9	-5
1	-3	2	1	4	-0.4	O=C(CCC(=O)OCC(=O)c1ccc(Cl)cc1Cl)Nc1cccc2cccnc12	1	-3	-1	-8
-2	3	5	15	-1	-0.2	CCCOc1ccc(N2C(=O)CC(N(CCc3ccc(OC)cc3)C(=O)c3cccc(F)c3)C2=O)cc1 (configuration not stated)	1	2	-1	-5
0	-21	0	14	0	14*	O=C(Nc1ccc(NC(=O)c2cccs2)cc1)c1cccs1	-6	1	4	-4
3	-1	7	-1	1	-0.6	COc1cc(CN2CCN(C(=O)CC(C)C)CC2)cc(OC)c1OC	-5	-9	1	14
-25	-7	2	0	4	0.4	COc1cccc(/C=C/C(=O)NNC(=O)c2ccccc2)c1OC	-6	4	-6	-4
-1	1	-15	11	-1	-0.6	CN1CC(=O)N(C)c2nc(Br)n(C)c2C1=O	-1	0	-2	-5
1	-2	1	-10	2	0.2	CCCCC(=O)N1C(C)CCC1C (configuration not stated)	0	1	-3	-5
0	-5	2	4	3	-0.2	Cc1sc2ncn(CC(=O)NCC(=O)N3CCN(c4ccccc4F)CC3)c(=O)c2c1C	-5	4	-4	4
-12	-3	3	-3	-11	0.0	Cc1cccc2c(=O)c(-c3ccc4c(c3)OCO4)c(NC(=O)c3ccco3)oc12	0	7	3	-3
-4	-3	-1	-3	14*	0.5	COC(=O)Cc1ccc(NC(=S)Nc2ccc(N3CCOCC3)cc2)cc1	1	6	0	15
-11	-17	-9	5	3	0.3	CCc1ccc(NCc2nc3ccccc3c(=O)[nH]2)cc1	-7	11	-1	5
-1	0	-10	-1	1	-0.5	CC(C)CC1NC(=O)N(CC(=O)Nc2ccc(OCc3ccccc3)cc2)C1=O (configuration not stated)	1	-2	-4	2
-2	-5	-3	0	-2	0.0	CCCC1=Nc2cc(C(=O)NCCCN3CCOCC3)ccc2Sc2ccccc21	-3	-1	-7	-3
4	7	6	-12	1	0.3	NC(=O)CN1C(=O)C(=O)N(Cc2ccc(Cl)cc2)C1=O	1	-2	-3	-12
-1	-1	-3	4	-3	-0.1	COc1ccc(CCNC(=O)C(=O)NCC2OCCN2S(=O)(=O)c2ccc3c(c2)OCCO3)cc1OC (configuration not stated)	-6	0	2	8
2	-3	9	4	-4	0.2	CC(=O)Nc1ccc(S(=O)(=O)NC2(C(F)(F)F)N=C(c3ccccc3)NC2=O)cc1 (configuration not stated)	-3	-4	-2	13

Nothing new here: entries from further up.
PLC-gamma1 inh	ADAM10 inh	ASAP1 inh	ARFGAP1 inh	LEDGF integ inh	KLK7 zymogen act	molecule	ADAM17 inh	DDE Tn6 FP inh	DDE Tn7 FP inh	TDP2 absorb
-25	-7	2	0	4	0.4	COc1cccc(/C=C/C(=O)NNC(=O)c2ccccc2)c1OC	-6	4	-6	-4
-1	1	-15	11	-1	-0.6	CN1CC(=O)N(C)c2nc(Br)n(C)c2C1=O	-1	0	-2	-5

More entries follow.
PLC-gamma1 inh	ADAM10 inh	ASAP1 inh	ARFGAP1 inh	LEDGF integ inh	KLK7 zymogen act	molecule	ADAM17 inh	DDE Tn6 FP inh	DDE Tn7 FP inh	TDP2 absorb
-78	-105	-8	0	5	-2.3	Nc1nc(N)c2cc(S(=O)(=O)c3cccc(C(F)(F)F)c3)ccc2n1	-31	-2	4	8
1	3	-3	10	6	0.2	Cc1ccc(C)c(NC(=O)CCC(=O)N/N=C/c2ccc3c(c2)OCO3)c1	3	-3	-1	-10
2	4	4	5	-1	-0.1	C=CCNC(=O)Nc1cc(Cl)ccc1OC	3	9	-4	-7
0	6	9	-18	7	-0.4	NCCc1nnc(SCc2c(F)cccc2Cl)o1	5	0	-7	-9
-26	-4	1	-3	2	-0.1	O=c1c2c(nc3cc(-c4ccc(Cl)cc4)[nH]n13)CCS2	0	-6	-11	0
